Screens: PubChem, National Center for Advancing Translational Sciences (NCATS)
EPAC2 antag: blocks human EPAC2 exchange factor | EPAC2 GEF exchange of Rap1B-BODIPY-GDP, fluorescence | Potency, µM (titrated, usually from 114 µM), inactives show at the highest dose activity, negative = inhibition, usual class: inhibitors | hit rate 0.18% among 360,000 | AID 720708; also: % is scaled to controls: 0 for no effect and ±100 for the full control effect; nearly all actives have a fitted effect of over 45% in size; many of its hits are not listed in these tables
Target sequence (Q8WZA2 whole entry, looked up): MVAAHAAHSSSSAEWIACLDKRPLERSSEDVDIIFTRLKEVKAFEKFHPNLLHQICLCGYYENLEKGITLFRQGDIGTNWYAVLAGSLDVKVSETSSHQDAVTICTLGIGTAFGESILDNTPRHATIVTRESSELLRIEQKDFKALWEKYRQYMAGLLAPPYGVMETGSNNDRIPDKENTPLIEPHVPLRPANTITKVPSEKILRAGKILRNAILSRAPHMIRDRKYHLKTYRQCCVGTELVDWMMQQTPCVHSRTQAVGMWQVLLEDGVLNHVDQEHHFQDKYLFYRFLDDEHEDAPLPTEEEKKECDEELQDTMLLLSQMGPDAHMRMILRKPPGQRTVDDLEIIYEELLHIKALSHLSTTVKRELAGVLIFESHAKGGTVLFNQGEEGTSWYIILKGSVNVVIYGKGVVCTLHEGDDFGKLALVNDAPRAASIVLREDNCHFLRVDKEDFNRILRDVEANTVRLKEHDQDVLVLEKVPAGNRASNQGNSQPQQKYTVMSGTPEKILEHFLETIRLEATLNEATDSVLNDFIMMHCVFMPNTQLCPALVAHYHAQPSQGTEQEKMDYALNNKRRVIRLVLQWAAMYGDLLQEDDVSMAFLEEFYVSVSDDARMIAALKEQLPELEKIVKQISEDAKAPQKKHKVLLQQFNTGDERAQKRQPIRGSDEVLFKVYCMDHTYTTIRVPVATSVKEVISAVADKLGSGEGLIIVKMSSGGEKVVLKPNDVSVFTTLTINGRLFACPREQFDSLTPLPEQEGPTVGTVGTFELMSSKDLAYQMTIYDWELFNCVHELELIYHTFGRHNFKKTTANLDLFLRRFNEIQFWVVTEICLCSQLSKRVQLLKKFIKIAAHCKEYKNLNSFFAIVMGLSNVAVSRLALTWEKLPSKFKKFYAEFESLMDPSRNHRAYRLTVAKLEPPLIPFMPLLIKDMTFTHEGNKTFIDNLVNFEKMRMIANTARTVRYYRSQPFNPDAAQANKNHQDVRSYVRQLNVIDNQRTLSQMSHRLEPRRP
ATXN2 expr inh: ATXN2 expression inhibition | HEK-293 ATXN2-luciferase reporter, luminescence, 24 h | Potency, µM (top dose mostly 57 µM), without a hit: at the highest dose activity change, negative = inhibition, usual class: inhibitors | hit rate 0.72% among 360,000 | AID 1745845; also: % is scaled to controls: 0 for no effect and ±100 for the full control effect; nearly all actives have a fitted effect of over 55% in size
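ATXN2-luciferase reporter cells (luciferase flanked by upstream and downstream ATXN2 gene portions) were treated 24 h at 37 °C with compounds at up to 57 uM. SteadyGlo luminescence gave expression; GF-AFC fluorescence gave viability.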
S2 tox: reduces viability in counter-screen for ATXN expression inhibitors; S2 cells (HEK-293 line with an ATXN2-luciferase reporter) viability, CellTiter-Fluor protease fluorescence, 24 h; Potency, µM (doses to about 56.7 µM), hits mostly cytotoxic; hit rate 0.49% among 400,000; also: nearly all actives have a fitted effect of over 40% in size
Nrf2 ARE act: activators of Nrf2 (ARE) signaling; AREc32 ARE-luciferase reporter (MCF7-derived line), luminescence, 24 h; Potency, µM (doses to about 46.1 µM), for the others: at the highest dose activation, hits mostly activators; hit rate 0.31% among 410,000; AID 624171; also: % of control where 0% means no effect; nearly all actives have a fitted effect of over 65% in size
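Luminescent ARE reporter assay in AREc32_Fluc cells: overnight plating at 37 deg C, 24 hr compound incubation, Steady-Glo added, 30 min RT before reading.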
A549 viability: kills or reduces viability of A549 cells in Nrf2 counter-screen | A549 ARE-Fluc cells, CellTiter-Fluor viability, 18-24 h | Potency, µM (top dose mostly 46 µM), for the others: at the highest dose activity change, negative = cytotoxicity, actives largely listed as inhibitors | hit rate 0.16% among 390,000 | AID 504648; also: % is scaled to controls: 0 for no effect and ±100 for the full control effect
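A549 ARE_Fluc cells in 5% FBS OPTI-MEM were exposed to compounds in concentration-response for 18-24 h at 37 deg C. Viability was read by CellTiter-Fluor fluorescence (Ex 405/Em 525) after 30 min, before the luciferase read.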
HepG2 tox: kills HepG2 cells in TGF-b inhibitor counter-screen | Potency, µM (highest dose often 46.1 µM), for the others: at the top dose activity change, negative = cytotoxicity, hits mostly cytotoxic | HepG2 CAGA-GFP viability, ATP luminescence, 18 h | hit rate 0.76% among 410,000 | AID 588856; also: some results filed as inactive show a strong effect at the top dose
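HepG2 CAGA-GFP cells (1000/well, DMEM with 1% FBS) received compound, then TGF-beta at 500 pg/mL final, and were incubated 18 hours at 37 degrees C. Viability was read by CellTiter-Glo luminescence. Media-only wells were set as complete cell-killing and DMSO as no toxicity.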
MCF10A rereplic: DNA re-replication induction in MCF 10a cells; MCF 10A DNA re-replication, Hoechst nuclear intensity, 48 h; Potency, µM (titrated, usually from 46.1 µM), inactives show top-dose activity, positive = re-replication, actives largely listed as activators; hit rate 2.9% among 350,000; also: % of control where 0% means no effect; nearly all actives have a fitted effect of over 50% in size
Nrf2 inh: inhibitors of Nrf2 signaling; AID 504444; A549 ARE-Fluc reporter, luciferase luminescence, 18-24 h; Potency, µM (highest dose often 46 µM), without a hit: at the highest dose activity change, negative = inhibition, actives largely listed as inhibitors; hit rate 2.1% among 360,000; also: % is scaled to controls: 0 for no effect and ±100 for the full control effect; nearly all actives have a fitted effect of over 60% in size
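Reporter: ARE-Fluc in A549. Exposure: 18-24 h, 37 °C, 5% CO2, 5% FBS OPTI-MEM. Readouts: fluorescent cytotoxicity (CellTiter-Fluor), then luminescent Nrf2 signal after BugLite.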
TGFb SMAD3 inh: blocks TGF-b signaling | HepG2 CAGA-GFP TGF-b/SMAD3 reporter, GFP fluorescence, 18 h; TGF-beta stimulated, 500 pg/mL final | Potency, µM (doses to about 46.1 µM), for the others: at the highest dose activity, negative = inhibition, actives largely listed as inhibitors | hit rate 1.2% among 410,000; also: % is scaled to controls: 0 for no effect and ±100 for the full control effect; nearly all actives have a fitted effect of over 65% in size
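First, reporter cells (HEPG2 CAGA-GFP) rested 2 h at 37 degrees C. Next, compounds were pinned in and TGF-beta added to 500 pg/mL final. After 18 h, GFP was imaged per cell and summed per well.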
An asterisk follows results filed as active; i = inactive; ? = inconclusive; / = not tested or not shown; & = joins results of further samples; [ ] = dose if it differs, or a comment. Calls follow the shape of the dose curve; as a rule, active = well fitted curve in the direction sought with a large enough effect; inconclusive = small, poorly fitted or top-dose-only effect, or another doubt; inactive = no such curve, though single readings can be large; an effect the other way counts as inactive or inconclusive. Potency is read from the fitted curve at half-maximal effect. The list is partial. The share of hits here may be higher or lower than overall.

SMILES	EPAC2 antag	ATXN2 expr inh	S2 tox	Nrf2 ARE act	A549 viability	HepG2 tox	MCF10A rereplic	Nrf2 inh	TGFb SMAD3 inh
COc1ccc(CN2C(=O)C(CC(=O)NC(c3ccccc3)c3ccccc3)CC(C(=O)N(C)C)=C2C)cc1 (stereo not drawn)	-13.3%	8.0%	i	0.3%	/	-1.6%	/	/	-6.1%
COc1ccc(-n2c(O)c(/C=N/NS(=O)(=O)c3cccc([N+](=O)[O-])c3)c3ccccc3c2=O)cc1OC	2.0%	0.7%	i	1.9%	-17.9%	-13.5%	?	?	?
Cc1cccc(CS(=O)(=O)CC2Nc3ccc(C(=O)NCc4ccccc4)cc3NC2=O)c1 (stereo not drawn)	/	/	/	0.2%	-0.2%	-34.1%	/	2.1%	?
Cc1ccc(C)c(/C(O)=C2\C(=O)C(=O)N(CCCn3ccnc3)C2c2cccnc2)c1 (stereo not drawn)	1.2%	6.6%	i	2.4%	1.8%	17.4%	43.2%	39.8%	0.0%
COc1ccccc1NC(=O)N1CCN(c2cc(-c3ccccc3)nc3ncnn23)CC1	-14.7%	?	i	-0.4%	-7.2%	-20.8%	17.6%	/	-20.0%
COc1ccc(CNC(=O)c2cc3c(C)nc4ccccc4c3o2)c(OC)c1	-0.6%	-31.3%	?	-0.1%	-21.6%	-28.5%	0.7%	5.17µM*	-25.6%
COc1cc(NC(=O)c2cc(Cl)nnc2Cl)cc(OC)c1OC	-10.7%	/	i	?	0.0%	-25.0%	23.6%	-5.2%	3.0%
COc1ccc(NC(=O)Cc2coc3cc(C)c(C(C)C)cc23)cc1S(=O)(=O)N1CCOCC1	-8.0%	-10.3%	i	5.8%	-19.6%	1.5%	?	?	?
COC(=O)N/N=C/c1ccc(-c2cccc(Cl)c2)o1	2.4%	-3.5%	i	2.7%	0.9%	2.0%	3.6%	?	15.6%
Cc1c(C(=O)NC(C)CCc2ccccc2)cccc1[N+](=O)[O-] (stereo not drawn)	2.4%	-1.8%	i	0.4%	-2.7%	-1.1%	10.7%	-3.1%	-1.6%
Cc1ccc2nc(-c3ccccc3)cc(C(=O)NCC(c3ccco3)N(C)C)c2c1 (stereo not drawn)	-13.7%	5.5%	i	3.6%	2.0%	-11.6%	3.8%	1.2%	-17.9%
CC(=O)c1cccc(NC(=O)CO/N=C2/CCCc3nonc32)c1	-5.8%	-7.5%	i	1.3%	-0.1%	-16.2%	0.9%	13.3%	-17.3%
N#Cc1c(Cl)cccc1Oc1ccc(S(=O)(=O)Nc2ccccc2)cc1	-9.9%	-3.2%	i	2.4%	-1.7%	-19.6%	?	?	?
O=C1CC(c2ccco2)CC(O)=C1C=NCCO (stereo not drawn)	3.0%	-5.1%	i	-0.3%	-10.3%	-3.3%	10.6%	8.1%	-4.4%
Cc1cc(C)c(-c2cc(C(=O)Nc3cc(C)ccc3C)[nH]n2)c(O)c1	7.8%	-19.1%	i	0.3%	-1.7%	3.1%	-1.5%	0.9%	-3.6%
Cc1ccc(-n2cc(CNCCCn3ccnc3C)c(-c3ccc(F)cc3)n2)cc1	7.3%	-21.9%	?	3.8%	25.9µM*	12.6µM*	?	-16.4%	?
Cc1cccc(C(=O)Nc2ccc3ccccc3c2)c1	-11.0%	/	i	8.1%	2.9%	-35.0%	-2.1%	?	8.4%
CC(C)N(Cc1nccn1C)C(=O)CC1C(=O)NCCN1Cc1ccc(F)cc1 (stereo not drawn)	0.6%	1.6%	i	-0.8%	8.1%	5.8%	0.9%	8.8%	21.0%
COc1ccc(N2CCN(C(=O)c3cnn(-c4ccc(OC)cc4)c3C3CCN(C(=O)OC(C)(C)C)CC3)CC2)cc1	/	/	/	-0.2%	0.8%	8.7%	/	-6.3%	4.5%
CCN1C(=O)/C(=C\N2CCN(c3ccccc3)CC2)SC1=S	-2.7%	-19.7%	i	-0.1%	-16.0%	-18.7%	0.1%	?	-0.8%
COc1ccc(CNC(=O)c2ccccc2NC(=O)C2=CSCCO2)c(OC)c1	6.3%	-18.5%	i	0.3%	1.1%	-4.1%	0.8%	0.9%	-4.2%
Cc1cc(C(=O)COC(=O)c2ccc[nH]c2=O)c(C)n1-c1ccccc1F	-0.5%	/	i	-2.8%	-5.1%	-13.3%	0.3%	?	-5.4%
OCCCn1c(-c2ccccc2)nc(=S)c2c1CCCC2	7.3%[57.1 µM]	12.1%	i	0.0%	-4.5%	3.2%	0.0%	-4.5%	-12.1%
Cc1cc(C)n2nc(C(=O)N/N=C/c3ccco3)nc2n1	4.9%	/	i	-0.2%	-2.2%	4.0%	-2.8%	1.8%	-1.5%
COc1ccc2[nH]c3c(c2c1)CCN1C(=O)N([C@@H](C)C(=O)NCCc2ccc(OC)c(OC)c2)C(=O)[C@]31C	-15.6%	-17.8%	i	5.3%	5.6%	-26.4%	-12.0%	?	-5.7%
COc1ccc(-c2nc(SCC(=O)NCC3CCCO3)c(-c3ccc(C)cc3)[nH]2)cc1OC (stereo not drawn)	/	/	/	6.1%	-15.2%	-20.1%	/	7.0%	-29.6%
Cc1ccc(C(C)C)c(OCC(=O)N2CCC(c3nc4ccccc4o3)CC2)c1	/	/	/	-3.2%	-18.7%	-111.2%	/	?	?
O=C(CCCn1c(=O)[nH]c2ccsc2c1=O)NCc1cccs1	-1.6%	1.3%	i	-0.2%	20.9%	1.1%	5.2%	17.5%	26.2%
Cc1nc(N2CCN(C(=O)c3ccco3)CC2)c2c3c(sc2n1)CC(C)CC3 (stereo not drawn)	-28.5%	/	?	6.2%	-0.1%	-15.1%	?	?	?
COc1cccc(NC(=O)n2ncc3c(C)cccc32)c1	-2.9%	-21.1%	i	12.1%	-1.1%	-16.7%	0.1%	?	-1.3%

No new results follow: an excerpt of the list.
SMILES	EPAC2 antag	ATXN2 expr inh	S2 tox	Nrf2 ARE act	A549 viability	HepG2 tox	MCF10A rereplic	Nrf2 inh	TGFb SMAD3 inh
Cc1ccc(-n2cc(CNCCCn3ccnc3C)c(-c3ccc(F)cc3)n2)cc1	7.3%	-21.9%	?	3.8%	25.9µM*	12.6µM*	?	-16.4%	?
Cc1cccc(C(=O)Nc2ccc3ccccc3c2)c1	-11.0%	/	i	8.1%	2.9%	-35.0%	-2.1%	?	8.4%
CC(C)N(Cc1nccn1C)C(=O)CC1C(=O)NCCN1Cc1ccc(F)cc1 (stereo not drawn)	0.6%	1.6%	i	-0.8%	8.1%	5.8%	0.9%	8.8%	21.0%
COc1ccc(N2CCN(C(=O)c3cnn(-c4ccc(OC)cc4)c3C3CCN(C(=O)OC(C)(C)C)CC3)CC2)cc1	/	/	/	-0.2%	0.8%	8.7%	/	-6.3%	4.5%

Other entries follow:
SMILES	EPAC2 antag	ATXN2 expr inh	S2 tox	Nrf2 ARE act	A549 viability	HepG2 tox	MCF10A rereplic	Nrf2 inh	TGFb SMAD3 inh
Cc1ccc(NC(=S)N/N=C2/CCCCc3ccccc32)cc1	-3.3%	20.0%	i	2.5%	8.9%	-21.3%	?	?	-26.4%
CCc1cccc(Nc2cnn(C34C[C@@H]5C[C@@H](CC(CC(=O)O)(C5)C3)C4)c(=O)c2Cl)c1	-26.7%	0.0%	?	0.4%	0.9%	-6.8%	0.0%	?	-0.2%
Cc1ccc(S(=O)(=O)N2CCN(C(=O)COC(=O)c3cc(C)oc3C)CC2)cc1	-2.7%	2.8%	i	-0.2%	-8.3%	-1.5%	-20.5%	-11.5%	-1.1%
CC(=O)N(CC(=O)O)c1ccccc1	14.6%	0.0%	i	-0.1%	-1.0%	-4.1%	17.7%	5.2%	5.2%
CCOC(=O)N1CCN(C(=O)c2ccc3c(c2)N(Cc2ccc(F)cc2)CCS3)CC1	-18.3%	?	?	-0.3%	-7.2%	-27.0%	13.3%	?	?
Cc1ccc(NC(=O)C2(C)CCN2C(=O)Cc2ccc(C(C)(C)C)cc2)cc1C (stereo not drawn)	-12.2%	-30.3%	?	0.0%	/	-44.7%	/	/	?
COc1ccc(C2c3c(-c4ccccc4O)n[nH]c3C(=O)N2Cc2ccco2)cc1OC (stereo not drawn)	-2.7%	3.8%	?	2.9%	4.4%	4.4%	10.8%	1.9%	8.1%
O=C(NC(=S)Nc1ccc(N2CCCCC2)cc1)c1ccc2c(c1)OCCO2	3.4%	3.2%	i	0.2%[9.22 µM]	-2.5%	-4.7%	18.0%	-0.6%	-19.1%
O=C(NCc1ccccc1)c1cccc(COc2ccc3c(c2)CCC3)c1	-4.5%	0.0%	i	-2.7%	5.1%	-9.6%	2.5%	?	2.1%
Cc1ccccc1C(=O)NNC(=O)c1cc(N)cc([N+](=O)[O-])c1	9.5%	3.5%	i	-0.8%	3.3%	5.1%	5.1%	-7.9%	2.3%
COc1ccc2c(c1[N+](=O)[O-])CCC/C2=N/OC(=O)c1ccccc1SC	5.6%	-1.6%	i	-0.3%	-1.0%	5.5%	1.3%	/	5.0%
CCC(=O)Nc1ccc(CCC(=O)N2CCCC2)cc1	5.4%	/	i	0.1%	3.1%	-1.1%	3.3%	-1.6%	-1.2%
COc1ccc(NS(=O)(=O)c2ccc3c(c2)[C@H]2C=CC[C@H]2[C@@H](c2ccc(C(=O)O)cc2)N3)cc1	-0.6%	1.2%	i	-0.3%&0.4%	-13.9%&-4.3%	4.9%&-1.7%	-2.1%	0.1%&-17.4%	10.5%&18.1%
Cc1cc(Nc2nnnn2-c2ccccc2)n(-c2ccc(Cl)cc2)n1	-2.8%	-10.2%	i	0.6%	?	2.82µM*	?	?	12.6µM*
CC(C)n1nnnc1-c1ccc(Cl)cc1	3.6%	-0.1%	i	-0.1%	-0.1%	6.3%	8.3%	-16.3%	13.3%
CC(=O)Nc1ccc(NC(=O)C(C)OC(=O)CC2CCCCC2)cc1 (stereo not drawn)	0.6%	10.1%	?	-0.6%	0.5%	8.1%	5.2%	-15.0%	-6.4%
O=C(Nc1cc(Cl)cc(Cl)c1)C1C2C=CC3(O2)C1C(=O)N(CCCN1CCOCC1)C3C(=O)NC1CCCCC1 (stereo not drawn)	1.4%	7.2%	i	-0.3%	-18.2%	-11.2%	-15.0%	7.5%	0.2%
Cc1cc(C)nc(NS(=O)(=O)c2ccc(NC(=O)c3ccccc3C)cc2)n1	5.5%	/	i	-1.0%	1.1%	-1.1%	-0.1%	-5.4%	-1.7%
